STK33 inh = inhibitors of purified STK33 kinase, primary screen, biochemical, ADP-Glo luminescence, homogeneous, cell-free. Serine/threonine-protein kinase 33 (Homo sapiens), Q9BYT3. MBP phosphorylation. inhibition, % at 10 µM. 320,000 tested, 0.073% active. AID 2661, 2010;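 active = inhibition at or above 25%, using the most active replicate where run in duplicate; inactive = inhibition below 25%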
KCNQ2 inh = KCNQ2 potassium channel inhibitors, primary screen, cell-based, CHO-K1, FluxOR thallium flux, B-score (AID 2156) | 20 min; stronger effect = lower value | B-score at 10 µM | Potassium voltage-gated channel subfamily KQT member 2 (Rattus norvegicus), O88943 | 310,000 tested, 1.1% active;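 active = fluorescence ratio B-score at most minus 3 library SDs, with starting brightness B-score within 2 library SDs, cut at about -5.5 in these data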
Target sequence (O88943 whole entry, looked up): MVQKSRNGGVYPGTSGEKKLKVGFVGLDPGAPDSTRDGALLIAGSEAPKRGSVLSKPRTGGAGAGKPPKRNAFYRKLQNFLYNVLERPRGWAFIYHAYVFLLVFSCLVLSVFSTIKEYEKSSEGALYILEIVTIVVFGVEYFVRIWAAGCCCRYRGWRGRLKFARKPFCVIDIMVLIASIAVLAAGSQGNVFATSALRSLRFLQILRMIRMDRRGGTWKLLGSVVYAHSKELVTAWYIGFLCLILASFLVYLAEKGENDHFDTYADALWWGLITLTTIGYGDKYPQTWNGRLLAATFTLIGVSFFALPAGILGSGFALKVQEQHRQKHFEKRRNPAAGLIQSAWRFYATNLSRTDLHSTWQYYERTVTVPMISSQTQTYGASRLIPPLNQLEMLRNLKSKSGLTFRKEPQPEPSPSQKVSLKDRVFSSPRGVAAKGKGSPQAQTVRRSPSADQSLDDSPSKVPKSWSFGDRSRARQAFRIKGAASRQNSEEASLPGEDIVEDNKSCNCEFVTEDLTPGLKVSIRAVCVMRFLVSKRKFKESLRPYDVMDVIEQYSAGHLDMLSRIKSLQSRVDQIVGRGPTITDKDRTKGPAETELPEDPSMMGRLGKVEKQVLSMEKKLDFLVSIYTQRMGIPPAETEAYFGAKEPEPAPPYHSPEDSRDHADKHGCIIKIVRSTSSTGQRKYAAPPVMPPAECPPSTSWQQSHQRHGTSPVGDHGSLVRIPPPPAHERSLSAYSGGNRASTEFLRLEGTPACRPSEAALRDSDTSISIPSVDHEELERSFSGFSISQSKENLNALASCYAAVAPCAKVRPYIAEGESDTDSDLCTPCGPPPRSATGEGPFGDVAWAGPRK
Kir21 block = inhibitors of mouse Kir2.1 inward-rectifier potassium channel; Inward rectifier potassium channel 2 (Mus musculus), P35561; HEK293-Kir2.1, FluxOR thallium flux fluorescence; stronger effect = lower value; B-score at 10 µM; 310,000 tested, 0.85% active; AID 1672, 2009;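 active = fluorescence ratio B-score at or below minus 3 SD of library scores, with starting-brightness B-score within 2 SD, cut at about -4.2 in these data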;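 note: channel flux triggered by added potassium and thallium sulfate stimulus; B-score of peak minus minimum fluorescence over baseline after thallium stimulus; more negative B-score means stronger Kir2.1 block with less thallium influx; some compounds called inactive have numbers as strong as hits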
An asterisk follows results filed as active; i = inactive; nt = not tested or not shown. The order is random, and some 1.9% of all compounds hit somewhere here.

SMILES	STK33 inh	KCNQ2 inh	Kir21 block
CCC1CCCCN1C(=O)N[C@@H](Cc1ccccc1)C(=O)O (stereo not given in full)	0.2	i	0.21
CC1(NC(=O)CCc2nc3sc4c(c3c(=O)[nH]2)CCCC4)CCS(=O)(=O)C1 (stereo not given)	0.9	i	-0.56
C/C(N)=C(/C#N)C(=O)COC(=O)CCSc1ccccc1Cl	-1.7	i	0.6
CC(NC(=O)c1ccc(OC2CCN(Cc3ccccn3)CC2)cc1)c1ccccc1 (stereo not given)	-0.8	i	-0.06
COCCCNc1nc2ccccc2nc1NS(=O)(=O)c1ccc(Cl)cc1	-0.8	i	0.03
NNC(=O)c1cccc(S(=O)(=O)Nc2cc(Cl)ccc2Cl)c1	-0.8	i	-0.92
COc1ccc(CCC(=O)OCC(=O)Nc2ccccc2OC(F)F)cc1OC	-0.5	i	-0.5
COc1cccc(CN2C(=NC(=O)CCC3CCCC3)SC3CS(=O)(=O)CC32)c1 (stereo not given)	-1.7	i	1.4
O=C(NCCCn1ccnc1)/C(=C\c1ccco1)NC(=O)c1ccco1	0.5	i	-0.25
C=CCn1cc(C(=O)c2cc(Br)ccc2O)cc(C#N)c1=O	-0.4	i	-0.52
COc1ccc(NC(=O)c2ccc(C)cc2)cc1	2.6	i	-1.4
Cc1ccc(S(=O)(=O)Nc2cc3c(cc2N2CCOCC2)n(C)c(=O)c(=O)n3C)cc1	-2.2	i	-0.32
Cc1cc(N2C(=O)CC(Cc3ccc(Cl)cc3)C2=O)no1 (stereo not given)	-0.7	i	-0.16
COc1ccc(NC(=O)Nc2cccs2)cc1Cl	1.5	i	0.42
NC(=O)c1ccc(/C=N/O)nc1	-0.2	i	-0.43
Cc1ccc(/C=C(\CCC(=O)O)c2nc3ccccc3s2)cc1[N+](=O)[O-]	-0.7	i	0.42
O=C(C(=O)N1CCN(c2ccccc2)CC1)c1cn(CC(=O)N2CCCCCC2)c2ccccc12	-0.2	i	1.1
Cc1ccc(N2C(=O)C(CC(=O)Nc3cccc(F)c3)N(CCc3ccncc3)C2=O)cc1 (stereo not given)	-0.4	i	-0.77
COc1cc(C(=O)NCC(=O)N/N=C/c2c(C)[nH]c3ccccc23)cc(OC)c1OC	-1.6	i	-0.61
CCOC(=O)C1=C(CC)Nc2ccccc2N=C1NC(=O)CCN1C(=O)C2CCCCC2C1=O (stereo not given)	-0.3	i	-0.05

Structures shown so far that have two or more sulfur atoms, in the order listed:
SMILES	STK33 inh	KCNQ2 inh	Kir21 block
CC1(NC(=O)CCc2nc3sc4c(c3c(=O)[nH]2)CCCC4)CCS(=O)(=O)C1 (stereo not given)	0.9	i	-0.56
COc1cccc(CN2C(=NC(=O)CCC3CCCC3)SC3CS(=O)(=O)CC32)c1 (stereo not given)	-1.7	i	1.4

An excerpt of these results, as comma-separated lines.
Structure,STK33 inh,KCNQ2 inh,Kir21 block
Cc1cc(N2C(=O)CC(Cc3ccc(Cl)cc3)C2=O)no1 (stereo not given),-0.7,i,-0.16
COc1ccc(NC(=O)Nc2cccs2)cc1Cl,1.5,i,0.42
NC(=O)c1ccc(/C=N/O)nc1,-0.2,i,-0.43
Cc1ccc(/C=C(\CCC(=O)O)c2nc3ccccc3s2)cc1[N+](=O)[O-],-0.7,i,0.42

(list continues)
SMILES	STK33 inh	KCNQ2 inh	Kir21 block
COc1cc(NC(=O)c2cccc(F)c2)cc(OC)c1OC	1.9	i	0.84
CC(CNC(=O)c1ccc2c(c1)OCO2)c1ccc([N+](=O)[O-])cc1 (stereo not given)	-2.2	i	-0.4
Cc1ccc(S(=O)(=O)NCCCCC(NC(=O)OC(C)(C)C)C(=O)O)cc1 (stereo not given) (tested in a mixture with another compound)	-2.1	i	0.81
COc1ccccc1NS(=O)(=O)c1cccc(C(=O)NCC(c2ccc(F)cc2)N2CCOCC2)c1 (stereo not given)	-2.3	i	-0.48
CCOC(=O)N1CCN(CCC(=O)Nc2ccc(OC)cc2)CC1	1.8	i	-2.7
O=C(CNS(=O)(=O)c1c(Cl)cccc1Cl)OCc1csc(-c2ccccc2)n1	0.7	i	-0.41
CCCCOc1ccccc1NC(=O)c1scc2c1OCCO2	nt	i	0.21
Cn1cc(S(=O)(=O)N2CCc3ccccc3C2)c(=O)n(C)c1=O	-1.3	i	-0.61
Cc1cc(C)c(S(=O)(=O)NCCc2ccncc2)c(C)c1	0.0	i	-1.4
O=C(Nc1nc(-c2ccccc2Cl)cs1)c1cccnc1	-0.1	i	-0.23
O=C1NCCCC1C(=O)Nc1cccc(C(F)(F)F)c1 (stereo not given)	nt	i	1.2
CC(C(=O)N1CCOCC1)N1C(=O)C2C3C=CC(C4CC34)C2C1=O (stereo not given)	0.2	i	1.3
Cc1ccc(CN2C(=O)c3ccccc3Sc3ccc(C(=O)NCCN4CCOCC4)cc32)cc1	-0.6	i	1.2
COCCCNC(=O)CCCCCNS(=O)(=O)c1ccc(Br)cc1	-1.6	i	-1.4
CCN(CC)S(=O)(=O)c1cc(C(=O)Nc2nncs2)c(Cl)cc1Cl	-0.8	i	-0.04
CCOC(=O)N1CCN(C(=O)c2ccc(NC(=O)CC)cc2)CC1	0.3	i	-0.6
Nc1nc(Cl)nc(N(c2ccccc2)c2ccccc2)n1	-1.8	i	-1.9
Cc1ccc(NS(=O)(=O)c2cccc3nsnc23)cc1C	0.6	i	1.6
O=C(Nc1ccccc1C(=O)NCC1CCCO1)c1ccco1 (stereo not given)	1.6	i	0.5
C/C(=N\Nc1ccccn1)c1ccc(N2CCOCC2)cc1	0.3	i	-0.57
CCOc1c(Cl)cc(Cl)cc1CNCCNCCO	-1.0	i	0.04
O=C(COc1ccc2c(c1)oc(=O)c1ccccc12)NC(Cc1ccc(Cl)cc1)C(=O)O (stereo not given)	9.3	i	-0.62
CC1=CC(=C(C#N)C#N)C=C(C)N1Cc1ccc(Cl)cc1	-0.9	i	0.44
O=C(O)c1ccc(NS(=O)(=O)c2ccc(C(=O)Nc3ccccc3)cc2)cc1	-0.5	i	1.4
O=C(NNC(=S)Nc1ccc(Br)cc1Cl)c1ccncc1	0.5	i	2.1
COC(=O)C1=CN(C)C=C(C(=O)OC)C1c1ccc(O)c(OC)c1	0.0	i	0.04
Cc1ccc(/C=N/NC(=O)Cc2cccn2C)s1	-1.0	i	-0.01
CC(=O)Oc1ccc(C(=O)Cc2ccc3ccccc3n2)c(O)c1C	-2.9	i	0
CCOc1cccc(C=NCCc2ccc(OC)c(OC)c2)c1O	1.0	i	-2
CCOC(=O)N1CCC(NC(=O)c2ccc3nc4ccccc4c(=O)n3c2)CC1	nt	i	0.74
NC(=O)c1ccc(NC(=O)COC(=O)CCC(=O)c2ccc(Cl)cc2)cc1	-0.6	i	-1.1
Cc1ccc(S(=O)(=O)N(C)C)cc1NC(=O)c1cc(=O)[nH]c2ccccc12	-2.1	i	0.01
COc1ccc(Cl)cc1C(=O)Nc1ccc(NC(=O)C(C)C)cc1	-0.5	i	-0.32
CN(C)S(=O)(=O)c1cccc(COC(=O)c2cccnc2Cl)c1	-3.4	i	-1.2
CCCN1CCN(C(=O)c2noc3c2COc2ccc(C)cc2-3)CC1	0.7	i	1
CN1CCN(S(=O)(=O)c2ccc(NC(=S)NC(=O)C3CCC3)cc2)CC1	-0.3	i	-1.1
COc1ccc(-n2cnnc2SCc2cnc(-c3ccccc3)s2)cc1	1.2	i	-3
COc1ccccc1OCCC(=O)OCC(=O)Nc1ccc(S(=O)(=O)N2CCOCC2)cc1	-0.9	i	-0.07
Cn1c(=O)[nH]c(=O)c2c1nc(N/N=C/c1cccnc1)n2Cc1ccc(Cl)cc1	-2.5	i	-0.06
CC(=O)c1cn(Cc2ccccc2)c(=O)n(Cc2ccc(F)cc2)c1=O	-0.7	i	-0.23

Individual results from the results shown.
In STK33 inh, Cc1ccc(S(=O)(=O)N(C)C)cc1NC(=O)c1cc(=O)[nH]c2ccccc12 is entered as -2.1
In STK33 inh, NC(=O)c1ccc(NC(=O)COC(=O)CCC(=O)c2ccc(Cl)cc2)cc1 is entered as -0.6
In Kir21 block, CN(C)S(=O)(=O)c1cccc(COC(=O)c2cccnc2Cl)c1 is entered as -1.2
In Kir21 block, Cc1ccc(/C=N/NC(=O)Cc2cccn2C)s1 is entered as -0.01

The list continues:
SMILES	STK33 inh	KCNQ2 inh	Kir21 block
Cc1ccc(OCCn2c(=S)[nH]c3ccccc32)c(C(C)C)c1	-1.0	i	-1.8
CC1=C(C(=O)OC(C)C)C(c2cccc(F)c2)N2C(=O)C(C)SC2=N1 (stereo not given)	-0.7	i	-0.61
O=C(N/N=C/c1ccco1)c1cc(-c2ccc3ccccc3c2)n[nH]1	0.5	i	1.3
Cc1cc[n+](-c2nc3ccccc3nc2[N-]S(=O)(=O)c2cccs2)cc1C	-0.6	i	-1.4
CCOC(=O)C1CCCN(C(=O)c2ccc(OC(C)=O)cc2)C1 (stereo not given)	-1.0	i	-1.1
C=CCOc1ccccc1CN1CCC(n2nccc2NC(=O)C2CCOC2)CC1 (stereo not given)	-1.6	i	0.01
Cc1ccc(NC(=S)c2ccc3ccccc3n2)c(C)c1	0.6	i	0.59
CC(=O)Nc1ccc(OCCOc2ccccc2C(C)=O)cc1	0.6	i	-0.01
COc1ccc(C(=O)N2CCN(C(=O)Cc3ccccc3)CC2)cc1	-1.0	i	-0.14
CC(Sc1nn(-c2ccc(Cl)cc2)c(=S)s1)C(=O)NCC1CCCO1 (stereo not given)	0.8	i	1.6
O=C(Nc1ccc(Br)cn1)C1CCCN1S(=O)(=O)c1ccccc1 (stereo not given)	1.5	i	0
CC(C)(C)C1CCC2(CC1)NC(=S)N(c1ccccc1)N2 (stereo not given)	0.2	i	-0.94
O=C(CCCC(=O)N(CC(=O)NC1CCCC1)Cc1ccc(F)cc1)Nc1ccccn1	-3.2	i	1.6
COc1ccc(-c2cc(C(=O)NNC(=O)c3csc(N4CCOCC4)n3)c3ccccc3n2)cc1OC	-0.7	i	-0.05
C/C(=N\NC(=O)c1cccc(S(=O)(=O)Nc2cccc(Cl)c2)c1)c1cccs1	0.4	i	0.55
O=[N+]([O-])c1ccc(-c2nn(-c3ccccc3)cc2/C=N/n2c(-c3cccs3)n[nH]c2=S)cc1	-7.3	i	-0.97
C=CCSc1cc(C)nc2c(-c3ccccc3)c(C)nn12	-0.8	i	0
COC(=O)C1=C(C)N(c2cccc(C(C)=O)c2)C(=O)C1	-0.8	i	1.4
CSc1nc(=O)n2cc(C)ccc2n1	-0.7	i	0.95
CC(=O)c1c(N2CCN(c3ccccc3)CC2)nc(=S)n(-c2ccccc2)c1C	0.2	i	0.09
Cc1cc2ncn(CC3CC3(Cl)Cl)c2cc1C (stereo not given)	1.3	i	1.3
COc1ccc(N2CCN(Cc3nc(N)nc(Nc4ccccc4OC)n3)CC2)cc1	0.4	i	0.24
CCOc1ccc(NC(=S)NCc2cccnc2)cc1	-0.6	i	-0.13
Cc1cc(C)cc(OCC(=O)OC/C(O)=C(\C#N)c2nc3ccccc3[nH]2)c1	0.4	i	1.1
N#C/C(=C/c1ccc(N2CCOCC2)c([N+](=O)[O-])c1)C(N)=O	2.4	i	-0.29
CC(C)N(Cc1ccccc1)S(=O)(=O)c1ccc(F)cc1	-2.0	i	-2.3
Cc1ccnc2c(N3C(=O)C4C5C=CC(C5)C4(C)C3=O)cccc12 (stereo not given)	-0.3	i	0.94
Cc1ccnc(SC2CC(=O)N(c3ccc(C(C)C)cc3)C2=O)n1 (stereo not given)	-0.9	i	-0.31
O=C(NCc1ccco1)C(=O)c1cn(CC(=O)N2CCCC2)c2ccccc12	-2.5	i	-0.62
O=c1cc(-c2ccccc2Cl)oc2c(NS(=O)(=O)c3cccc4nsnc34)ccc(O)c12	0.3	i	0.43
CCN(CC(=O)NCc1cccs1)C(=O)c1ccc(NS(=O)(=O)c2ccc(F)cc2)cc1	6.2	i	1.3
C/C(=N\NC(=O)c1ccc(Cn2cc(Br)cn2)o1)c1cccc(NC(=O)C(C)C)c1	1.3	i	-3
COc1ccc(S(=O)(=O)N2CCCC2)cc1OC	-0.7	i	-1.1
Cc1cccc(NC(=O)CCNS(=O)(=O)c2cc(Br)cnc2N)c1C	-1.7	i	-0.23
O=C(Nc1ccccc1F)c1cc(Cl)sc1Cl	-0.8	i	-0.55
CNC(=S)N(C1=NCC(c2ccc([N+](=O)[O-])cc2)S1)c1ccccc1 (stereo not given)	-0.7	i	-0.73
Cc1cc(NC(=O)c2ccc(S(=O)(=O)N(C)C)cc2)n(-c2ccccn2)n1	-1.6	i	0.97
CC1CCCC(C)N1C(=O)COC(=O)Cc1ccc(F)cc1 (stereo not given)	-0.9	i	0
O=C(O)CN1C(=O)c2cccc3c(Br)ccc1c23	nt	i	0.53
COc1ccc(Cc2nnc(N/N=C/c3ccccc3O)[nH]c2=O)cc1OC	1.7	i	-1.2
CC(NC(=O)OC(C)(C)C)C(=O)N1CCCC1C(=O)NC(Cc1ccccc1)C(N)=O (stereo not given)	0.1	i	-1.4
CCN(c1ccc(OC)cc1)S(=O)(=O)c1ccc(-c2ccc(=O)[nH]n2)o1	0.3	i	-0.08
O=C(Nc1ccc(Cl)cc1Cl)C1=Cc2ccccc2OC1	-1.2	i	1
CN(c1ccc(C(=O)N2CCCCCC2)cc1)S(=O)(=O)c1ccc(Cl)cc1	-1.2	i	-1.3
C/C(=N\NC=O)c1ccncc1	-1.1	i	-0.22
CCOC(=O)C(C(=O)OCC)C(CC(=O)C1CC1)c1ccccc1 (stereo not given)	0.4	i	-0.14

Compound activity deposited in PubChem BioAssay by several laboratories.
